Scp1 inh: inhibitors of human Scp-1 phosphatase; Recombinant Scp1, phosphopeptide, malachite green phosphate absorbance; actives 0.88% (n = 340,000); inhibition, % at 20 µM;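 active = inhibition above about 50% at 20 µM, limit read from the data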;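 note: plate controls were DMSO wells with enzyme for no effect and wells lacking enzyme for full effect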
Target sequence (Q9GZU7 76-261 limits assumed): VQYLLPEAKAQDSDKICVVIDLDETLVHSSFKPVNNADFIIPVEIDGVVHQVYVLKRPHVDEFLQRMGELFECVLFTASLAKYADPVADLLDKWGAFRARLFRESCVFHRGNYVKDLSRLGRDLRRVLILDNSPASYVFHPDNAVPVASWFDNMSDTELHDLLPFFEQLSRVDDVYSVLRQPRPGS
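Test system: SCP-1 phosphatase catalytic domain, residues 76-261 | Compound dosing: One concentration, 20 µM, with 1.0% DMSO | Schedule: 45 min room-temperature reaction, 5 min colour, 30 min stabiliser | Detection: Absorbance at 630 nm | Read-out basis: % inhibition of SCP-1 phosphate liberation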
STEP block: inhibitors of human striatal-enriched phosphatase STEP; actives 0.25% (n = 360,000); recombinant STEP, OMFP fluorogenic substrate, fluorescence; inhibition, % at 20 µM;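 active = inhibition at 20 µM, scaled per plate between control wells, above about 37%, limit read from the data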;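 note: 0% = DMSO with enzyme and substrate and 100% = substrate only without enzyme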
Target sequence (P54829 whole entry, looked up): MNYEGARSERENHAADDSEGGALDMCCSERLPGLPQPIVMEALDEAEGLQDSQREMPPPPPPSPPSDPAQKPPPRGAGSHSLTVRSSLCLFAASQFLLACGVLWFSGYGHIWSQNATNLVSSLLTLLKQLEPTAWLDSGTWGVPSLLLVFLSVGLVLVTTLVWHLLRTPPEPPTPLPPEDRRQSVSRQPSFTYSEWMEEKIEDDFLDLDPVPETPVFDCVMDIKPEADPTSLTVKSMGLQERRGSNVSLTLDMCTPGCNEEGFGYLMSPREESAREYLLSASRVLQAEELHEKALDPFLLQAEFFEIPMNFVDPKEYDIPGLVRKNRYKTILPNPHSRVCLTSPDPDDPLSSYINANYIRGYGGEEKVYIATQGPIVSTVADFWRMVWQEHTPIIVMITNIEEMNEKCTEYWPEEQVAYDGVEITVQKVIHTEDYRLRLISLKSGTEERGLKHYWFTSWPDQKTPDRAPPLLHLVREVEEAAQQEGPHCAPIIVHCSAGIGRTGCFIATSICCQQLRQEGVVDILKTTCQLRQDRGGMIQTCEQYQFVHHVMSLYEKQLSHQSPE
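Material: STEP (striatal-enriched tyrosine phosphatase) enzyme, cell-free; Compound dosing: 20 µM single dose in 1% DMSO; Technique: fluorescence read at 480 nm ex / 540 nm em; Times: reaction 20 min, ambient temperature; Medium: 50 mM Bis-Tris pH 6.0 with 2.5 mM DTT and 0.005% Tween 20; Also added: OMFP at 25 µM.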
MT1-MMP act inh: inhibitors of human MT1-MMP activation | HT1080 RFP-PRO-GFP cells, GFP/RFP ratio fluorescence, overnight; percent of plate control window, DMSO zero | GFP/RFP ratio change, % at 20 µM | actives 0.061% (n = 360,000) | AID 651647;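 active = GFP/RFP ratio change of at least 30% with cell ATP level not reduced by more than half and red fluorescence within 50% of control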; note: strong numbers were not always called active
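Assay system: HT1080 RFP-PRO-GFP cells | Dosing: 20 µM single dose, 1% DMSO | Incubation: Cells overnight before dosing, compound overnight, 37 °C, 5% CO2 | Evaluation: GFP/RFP fluorescence ratio | Control set: DMSO-only wells and HT1080 RFP-L50D-GFP cell wells as references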
LMPTP inh: LMPTP (human) inhibition; recombinant LMPTP-A, OMFP fluorogenic substrate, fluorescence intensity; P24666; inhibition, % at 20 µM; actives 0.22% (n = 360,000);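 active = compounds that cut the enzyme signal by at least half of the control window in the single-dose screen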;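 note: plate controls were DMSO wells with enzyme plus substrate for no effect and substrate without enzyme for full effect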
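Test system: LMPTP-A phosphatase enzyme. Amount: LMPTP-A at 0.625 nM final in the reaction. Reagent: OMFP substrate, 400 µM final. Times: 50 min at room temperature. Signal: endpoint fluorescence intensity from OMFP dephosphorylation. Read-out basis: % inhibition. Benchmarks: no-enzyme and uninhibited controls.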
NRP1-CendR mod: NRP-1/CendR interaction modulation; actives 0.85% (n = 360,000); O14786; FAM-RPARPAR peptide binding to NRP-1, fluorescence polarization; inhibition, % at 25 µM;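 active = inhibition or corrected inhibition above about 18%, plus a signal ratio from 0.5 to 1.5, limit read from the data, passing the limit was not always enough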; note: strong numbers were not always called active
Rpn11 block: inhibitors of human proteasome Rpn11; human 26S proteasome, Ub4-pepOG fluorescence polarization; 20S core pre-blocked with epoxomicin; actives 0.59% (n = 360,000); AID 588493; O00487; calls only at 20 µM;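 active = inhibition at 20 µM, scaled to each plate's controls, above about 33%, limit read from the data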
Target sequence (O00487 whole entry, looked up): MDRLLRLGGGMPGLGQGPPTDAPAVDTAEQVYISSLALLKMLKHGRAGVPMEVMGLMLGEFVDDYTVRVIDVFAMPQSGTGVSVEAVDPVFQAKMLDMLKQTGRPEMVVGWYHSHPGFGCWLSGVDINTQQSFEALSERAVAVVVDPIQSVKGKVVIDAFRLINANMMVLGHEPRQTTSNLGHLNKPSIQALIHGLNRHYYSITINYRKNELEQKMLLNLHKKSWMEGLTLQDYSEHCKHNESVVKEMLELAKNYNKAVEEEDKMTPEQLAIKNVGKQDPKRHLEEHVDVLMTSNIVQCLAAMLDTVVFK
SUMO1-SIM PPI: alters human SUMO1 binding to SIM partners; SUMO1 binding to a labelled peptide, TR-FRET, 1 h; inhibition, % at 20 µM; actives 0.33% (n = 360,000); AID 602429; in the data active = inhibition above about 37%
SKN-1 block: blocks SKN-1 activity in C. elegans. inhibition, % at 21.8 µM. C. elegans VP596 Pgst-4::GFP/RFP ratio, acrylamide-induced, 24 h. actives 0.49% (n = 360,000);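 active = interference check ratio from 0.5 to 1.5 plus GFP to RFP signal ratio inhibition reaching or exceeding a fixed threshold, cut at about 30% in these data, passing the limit was not always enough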; note: some compounds called inactive have numbers as strong as hits
NadD inh: blocks S. aureus nicotinate mononucleotide adenylyltransferase; purified NadD enzyme, colorimetric absorbance read-out; inhibition, % at 20 µM; actives 0.78% (n = 360,000); in the data active = inhibition above about 26%; note: some compounds past the cut are filed as inactive
DNMT1 block: inhibitors of human DNMT1; actives 0.83% (n = 360,000); DNMT1 molecular beacon, Hinp1I cleavage, fluorescence; P26358; inhibition (reported as % activation of signal), % at 10 µM; in the data active = inhibition above about 50%
Active calls of the source: *; i = inactive; · = no result given; & = joins results of further samples. Rows were taken by chance. Share with any hit: about 3.9%.

SMILES	Scp1 inh	STEP block	MT1-MMP act inh	LMPTP inh	NRP1-CendR mod	Rpn11 block	SUMO1-SIM PPI	SKN-1 block	NadD inh	DNMT1 block
Cn1nc(C(=O)NCc2cccs2)c2ccccc2c1=O	-3	-2	-2	-0.6	10	i	4	-5	1	1
Cc1nnc(NC(=O)C(C)Oc2ccc3c(C)cc(=O)oc3c2)s1 (stereo not drawn)	-16	2	0	-1.6	10	i	13	-12	6	1
CC(C)CCn1nnnc1C(c1ccccc1)N1CCC(C(N)=O)CC1 (stereo not drawn)	-6	-1	1	-0.7	0	i	-2	-19	5	3
C/C(CC(=O)Nc1cccc(Cl)c1Cl)=N\NC(=O)c1ccccc1C	-5	-1	2	0.8	3	i	-1	5	0	-4
Cc1ccc2nc(-c3cccc(SC4CCCCC4)c3)c(NC3CCCCC3)n2c1	-2	-2	-1&4	7.2&5.7	18&12	i	-7&8	-4&15	9&11	0
CN(C)c1nc(OCCNC(=O)Nc2ccccc2)nc(N2CCOCC2)n1	-6	-2	0	-1.4	-6	i	6	-1	-4	-1
Cc1cccc(N=Cc2ccccc2O)c1C	·	1	-2	-1.0	-7	i	-2	-9	1	-1
CC1CCCC(NC(=O)CCS(=O)(=O)c2ccc3c(c2)NC(=O)CS3)C1C (stereo not drawn)	-11	0	2	-0.9	13	i	-2	5	-5	-2
Nc1nnc(SCC(=O)c2ccc3c(c2)NC(=O)CO3)s1	-8	-1	3	6.3	2	i	4	3	1	-2
O=C(O)c1ccc(NS(=O)(=O)/C=C/c2ccccc2)cc1	-10	-2	4	-3.9	-8	i	1	-24	7	7
Cc1cc(C)c(CSc2ncnc3nc[nH]c23)c(C)c1	37	3	-2	0.4	-1	i	5	-13	6	2
Cc1coc(C)c1C(=O)CC1(O)C(=O)N(Cc2ccccc2)c2ccccc21 (stereo not drawn)	3	-1	-4	-0.4	-17	i	0	-10	3	-4
c1ccc(-c2csc(CN3CCCCC3)n2)cc1	-10	2	-1	-0.5	5	i	4	7	0	0
CC(C)(C)C(=O)Nc1nc(NC(=O)C(C)(C)C)nc(-c2ccccc2Cl)n1	-4	0	-2	-0.8	6	i	1	7	0	0
CCC(=O)Nc1sc2c(c1C#N)CC(C)(CC)OC2 (stereo not drawn)	-9	1	4	-1.4	-15	i	-1	-22	-4	-3
COc1ccc(-c2nc(C#N)c(NCCN(C)C)o2)cc1	3	0	4	-2.5	-14	i	-1	-5	2	-3
CSc1ccccc1OCc1cc(C(=O)NCCCn2nc(C)cc2C)no1	6	1	0	0.7	5	i	-1	-16	5	0
CC1CC(C)CN(CCCNC(=O)CN2C(=O)c3cccnc3Oc3ccc(Cl)cc32)C1 (stereo not drawn)	-2	2	3	-2.5	5	i	0	6	-6	-1
COC(=O)c1ccccc1NC(=O)c1ccc(F)cc1	-7	2	0	1.6	-5	i	-1	14	-9	2
Cc1ccc(CNC(=O)C(=O)NCC2OCCCN2S(=O)(=O)c2ccc(F)cc2)cc1 (stereo not drawn)	-1	2	1	0.1	6	i	0	2	-5	3
COc1cc(OC)c(OC)cc1/C=N/NC(=O)c1cccc(S(=O)(=O)N2CCOCC2)c1	-1	-11	-2	-0.8	0	i	-13	13	-2	0
O=S(=O)(Nc1nc2ccccc2nc1NCc1ccco1)c1ccc(F)cc1	-9	-1	-10	1.7	-46	i	3	25	6	1
CCOC(=O)C1C(=O)C=C(c2ccc(C)cc2)CC1c1ccccc1 (stereo not drawn)	-10	1	-2	1.1	5	i	-17	-6	-4	0
Cc1cc(C(=O)COC(=O)c2ccc(NC(=O)CC#N)cc2)c(C)n1-c1ccc(OC(F)F)cc1	-7	-2	-2	1.3	-36	i	4	-8	24	-13
O=C(CN1CCCCC1)Nc1ccc(F)c(Cl)c1	-8	1	2	-0.4	-6	i	-4	7	7	1

(listing goes on)
SMILES	Scp1 inh	STEP block	MT1-MMP act inh	LMPTP inh	NRP1-CendR mod	Rpn11 block	SUMO1-SIM PPI	SKN-1 block	NadD inh	DNMT1 block
O=C(CSc1cccc[n+]1[O-])N1CCCc2ccccc21	1	2	0	-1.8	-6	i	0	-6	2	0
O=C(NCc1cccs1)C1CC(=O)N(c2ccccc2)C1 (stereo not drawn)	3	-1	4	-0.9	9	i	-2	4	0	2
CC(=O)Nc1ccc(S(=O)(=O)Nc2cccc(-c3nc4cc(C)ccc4o3)c2)cc1	-12	-5	-2	2.1	-16	i	8	-3	-2	-8
Cc1cn(CC(=O)NCCCc2ccccc2)c(=O)[nH]c1=O	7	-2	-1	-3.5	3	i	1	-14	-3	-2
CCCCNC(=O)C1(C)CCN1C(=O)Cc1cccc2ccccc12 (stereo not drawn)	·	-4	8	-0.1	10	i	-4	7	-2	2
COc1ccccc1NC(=O)c1cccc(S(=O)(=O)N2CCOCC2)c1	-7	0	3	0.2	0	i	-3	-3	4	-3
COc1ccc(CNC(=O)CN(c2cccc(OC)c2)S(C)(=O)=O)cc1	-6	1	-1	-1.9	10	i	1	-3	-4	0
O=C(c1cc2c(s1)CCC2)N1CCN(c2ccccc2)CC1	51*	-1	-1	12	-4	i	0	16	11	47
O=C(Nc1ccc(F)cc1)Nc1ccc(Oc2ncnc3cc(Cl)ccc23)nc1	-7	26	-1	41	6	i	-2	-2	13	31
CC[C@@]12C(=O)N(c3ccc(OC)cc3)C(=O)N1[C@H](c1ccc(Cl)cc1)[C@@H]1C(=O)N(C3CCCCC3)C(=O)[C@@H]12	-4	-2	-1	2.6	-2	i	-2	6	8	0
CCCCC1=CC2=CC(=O)C(C)(OC(=O)CC)C(=O)C2=CN1C1CCCC1 (stereo not drawn)	-6	2	·	1.4	10	i	-13	-1	7	-8
CC(=O)c1ccc(N2CCN(S(=O)(=O)c3c(C(=O)N4CCCCC4)c(C)n(C)c3C)CC2)cc1	19	-1	2	0.2	6	i	-11	-1	1	-2
COc1ccccc1N1CCN(CC(=O)Nc2nc(C)c(C(=O)N(C)C)s2)CC1	-3	-1	1	-2.0	2	i	0	-2	-8	1
COc1ccc(N2CCN(CCC(=O)c3ccc4ccccc4c3)CC2)cc1	-7	1	-2	1.5	1	i	-14	7	-2	6
CCCN1CCN(C(=O)CCCNC(=O)c2ccc(Cl)cc2)CC1	-3	-3	1	0.4	-7	i	-2	-14	-4	1
Cc1cc(C(=O)C(C)OC(=O)C2=NNC(=O)CC2)c(C)n1-c1ccc(OC(F)F)cc1 (stereo not drawn)	-9	1	-3	-1.8	0	i	-2	13	0	-5
O=C(CSc1ncnc2c1cnn2CCO)Nc1cccc(C(F)(F)F)c1	-6	4	-6	-0.8	5	i	5	-1	0	3
CC1CCC(NC(=O)C2CC(=O)N(c3ccc4c(c3)OCCO4)C2)CC1 (stereo not drawn)	-6	-1	3	-0.3	-5	i	1	0	2	1
O=C(NCCCN1CCCC1=O)Nc1ccc(Cl)cc1Cl	-8	-4	1	-1.0	13	i	5	5	5	1
O=C(CCCCl)NC1=NN(c2ccccc2)C(=O)C1	25	2	2	-0.6	8	i	-2	3	0	1
CCOc1ccc(NC(=O)NCc2cccn2C)cc1	-6	2	-1	-0.2	1	i	3	2	-8	0
C=CCn1c(=O)c2ccccc2n2nnc(C(=O)OCC)c12	7	-2	1	-1.7	-12	i	0	-1	-4	-1
CC1CSc2ccccc2NC1=S (stereo not drawn)	-21	0	-2	-0.5	-4	i	-3	-17	-5	-5
Cc1ccc(NC(=O)COC(=O)c2ccc([N+](=O)[O-])s2)c(C)c1	1	-3	2	-0.2	6	i	11	-2	-3	21
COc1ccc(Cl)c2sc(N(CCN(C)C)C(=O)CCS(=O)(=O)c3ccc(C)cc3)nc12	8	1	0	0.3	10	i	-16	-43	0	1

Given with two lines to a compound: part of the list above
Order of values – Scp1 inh	STEP block	MT1-MMP act inh	LMPTP inh	NRP1-CendR mod	Rpn11 block	SUMO1-SIM PPI	SKN-1 block	NadD inh	DNMT1 block
O=C(CCCCl)NC1=NN(c2ccccc2)C(=O)C1
 : 25	2	2	-0.6	8	i	-2	3	0	1
COc1ccc(Cl)c2sc(N(CCN(C)C)C(=O)CCS(=O)(=O)c3ccc(C)cc3)nc12
 : 8	1	0	0.3	10	i	-16	-43	0	1
COc1ccc(CNC(=O)CN(c2cccc(OC)c2)S(C)(=O)=O)cc1
 : -6	1	-1	-1.9	10	i	1	-3	-4	0
CC(=O)Nc1ccc(S(=O)(=O)Nc2cccc(-c3nc4cc(C)ccc4o3)c2)cc1
 : -12	-5	-2	2.1	-16	i	8	-3	-2	-8
Cc1ccc(NC(=O)COC(=O)c2ccc([N+](=O)[O-])s2)c(C)c1
 : 1	-3	2	-0.2	6	i	11	-2	-3	21
CCCCC1=CC2=CC(=O)C(C)(OC(=O)CC)C(=O)C2=CN1C1CCCC1 (stereo not drawn)
 : -6	2	·	1.4	10	i	-13	-1	7	-8

New compounds follow.
SMILES	Scp1 inh	STEP block	MT1-MMP act inh	LMPTP inh	NRP1-CendR mod	Rpn11 block	SUMO1-SIM PPI	SKN-1 block	NadD inh	DNMT1 block
CCN(CC)CCNC(=O)c1ccc(NC(=O)c2cc(S(=O)(=O)N3CCCCC3)ccc2N2CCOCC2)cc1	2	-1	-4	0.0	-6	i	-1	-7	-1	5
CN(C)c1cccc(CNC(=O)c2ccc3sc([C@@H]4O[C@H](CO)[C@H](O)[C@H](O)[C@H]4O)nc3c2)c1	·	0	-5	-2.5	-4	i	33	1	1	7
O=C(O)C1C2C=CC(O2)C1C(=O)Nc1ccc(S(=O)(=O)Nc2ccccc2)cc1 (stereo not drawn)	6	1	10	-0.4	-3	i	4	9	2	6
O=C1c2ccccc2NC2CCCCCN12 (stereo not drawn)	-6	-2	-2	0.1	-11	i	0	13	2	3
Cc1ccsc1CNC(=O)C1(C)CCN1C(=O)C(C)C (stereo not drawn)	·	-1	13	-1.0	0	i	-1	-16	4	5
COc1ccc(CN(C)CC(=O)NC(C)c2ccccc2)c(OC)c1 (stereo not drawn)	-7	-2	4	-1.7	-6	i	3	16	-4	-2
Cc1ccc(S(=O)(=O)NCc2cc(=O)n(C)c(=O)n2C)cc1C	-1	2	-2	0.0	8	i	2	7	3	3
CCCOc1ccc(N2C(=O)CC(NCCNc3ccc(S(=O)(=O)CC)cc3)C2=O)cc1 (stereo not drawn)	-7	4	4	-0.7	-11	i	-10	-5	-2	-8
COC(=O)c1cc(C#N)c(Oc2ccccc2)nc1C	-7	16	0	0.6	-6	i	1	-5	1	0
CCN(CC)CCN1C(=O)C(O)=C(C(=O)c2ccco2)C1c1ccccn1 (stereo not drawn)	-6	3	3	-3.5	5	i	-6	-11	8	-3
CCN1CCN(c2ccc(N=Cc3ccc(O)cc3O)cc2)CC1	-11	0	-2	3.1	-47	i	-5	6	11	27
O=C(Nc1ccc(F)cc1)c1ccc(CN2CCc3ccccc3C2)cc1	-1	2	-4	-0.4	-2	i	5	13	3	-6

From PubChem
